Screening results: PubChem BioAssay, The Scripps Research Institute Molecular Screening Center
CHRM1 antagonist: blocks human M1 muscarinic receptor | CHO-K1 hM1, Fluo-8 calcium fluorescence, ACh EC80 antagonist | inhibition, % at 3 µM | hit rate 1.3% among 360,000 | AID 588852;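 active means percent inhibition above its own plate's cutoff, namely the mean of that plate's compound wells plus 3 SD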;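 further: peak over basal fluorescence ratio during 140 s after agonist addition; 0% = ACh EC80 plus DMSO and 100% = DMSO alone without agonist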
TAAR1 ag: human TAAR1 agonism | Q96RJ0 | CHO RD-HGA16 TAAR1, Fluo-8 calcium fluorescence; vehicle wells 0%, saturating PEA agonist 100% | AID 624467 | hit rate 0.99% among 360,000 | activation, % at 3 µM;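 active means activation above the mean activation of all test compounds in the run plus 3 SD, cut at about 38% in these data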
Target sequence (Q96RJ0 whole entry, looked up): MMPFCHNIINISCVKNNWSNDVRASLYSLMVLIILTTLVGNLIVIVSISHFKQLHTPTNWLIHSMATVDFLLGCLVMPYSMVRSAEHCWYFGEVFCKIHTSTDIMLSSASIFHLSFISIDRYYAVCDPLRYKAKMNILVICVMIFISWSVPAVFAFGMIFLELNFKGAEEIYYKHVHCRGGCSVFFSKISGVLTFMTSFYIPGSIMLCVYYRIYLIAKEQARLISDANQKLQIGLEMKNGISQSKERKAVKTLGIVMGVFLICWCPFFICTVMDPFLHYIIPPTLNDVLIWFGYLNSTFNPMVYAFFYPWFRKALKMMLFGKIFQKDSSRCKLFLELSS
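Benchmarks: low control DMSO, high control PEA (EC100); System: CHO RD-HGA16 cells carrying human TAAR1 plus Gα16; Detection: Fluo-8 fluorescence, 5 s baseline then 140 s kinetic read; Schedule: 17-24 h plating, Fluo-8 75 min 37 °C, 30 min RT; Read-out basis: % activation from peak over basal fluorescence ratio, DMSO-to-PEA scaled.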
M1 PAM: potentiates human M1 receptor response to acetylcholine; P11229; AID 588819; activation, % at 3 µM; CHO-K1 hM1, Fluo-8 calcium fluorescence, ACh EC20; 0% = ACh EC20, 100% = maximal ACh; hit rate 0.088% among 360,000; in the data active means activation above about 19%, passing the limit was not always enough
CHRM5 antagonist: antagonists of human muscarinic M5 receptor (CHRM5) | P08912 | CHO-hM5 cells, Fluo-8 calcium fluorescence, ACh EC80 | inhibition, % at 3 µM | hit rate 0.59% among 360,000 | AID 624040;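 active means inhibition above a per-plate cutoff, the mean of that plate's test compounds plus 3 SD, cut at about 27% in these data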;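 further: 0% = acetylcholine EC80 with DMSO and 100% = DMSO without agonist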
Target sequence (P08912 whole entry, looked up): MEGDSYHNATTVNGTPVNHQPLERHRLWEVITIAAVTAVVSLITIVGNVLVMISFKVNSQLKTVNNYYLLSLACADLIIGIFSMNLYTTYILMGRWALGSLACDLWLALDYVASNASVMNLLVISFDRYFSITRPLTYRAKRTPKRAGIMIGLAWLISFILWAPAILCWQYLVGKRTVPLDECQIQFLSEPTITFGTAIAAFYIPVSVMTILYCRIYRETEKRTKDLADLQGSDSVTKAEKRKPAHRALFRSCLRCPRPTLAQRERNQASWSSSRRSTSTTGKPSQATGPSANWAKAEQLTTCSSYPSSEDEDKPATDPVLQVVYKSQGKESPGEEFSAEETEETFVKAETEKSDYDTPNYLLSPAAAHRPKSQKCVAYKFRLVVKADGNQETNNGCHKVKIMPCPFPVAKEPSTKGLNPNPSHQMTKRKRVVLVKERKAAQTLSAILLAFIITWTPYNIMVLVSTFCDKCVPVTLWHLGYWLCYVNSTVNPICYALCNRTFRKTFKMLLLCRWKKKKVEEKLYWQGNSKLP
M5 ag: CHRM5 agonism in calcium assay | AID 624037 | activation, % at 3 µM | P08912 | hit rate 0.19% among 360,000 | CHO-K1 hM5 cells, Fluo-8 calcium fluorescence; 0% DMSO wells, 100% maximal acetylcholine response;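 active means activation above the run's mean over test compounds plus 3 SD, cut at about 23% in these data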;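 further: signal is peak over basal fluorescence ratio across the kinetic read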
M4 antag: antagonists of human muscarinic M4 receptor (CHRM4) | P08173 | CHO-hM4 cells, ACh EC80, Fluo-8 calcium fluorescence | inhibition, % at 3 µM | hit rate 0.73% among 360,000 | AID 624125;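 active means inhibition above its plate's cutoff, the mean inhibition of sample wells plus 3 SD, cut at about 27% in these data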;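 further: 0% = acetylcholine EC80 with DMSO and 100% = DMSO without agonist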
M4 ag: agonists of human muscarinic M4 receptor (CHRM4); activation, % at 3 µM; hit rate 0.14% among 360,000; AID 624127; CHO-K1 hM4/Gqi5, Fluo-8 calcium fluorescence; vehicle 0%, full acetylcholine response 100%; P08173;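 active means activation above the run mean over all test wells plus 3 SD, cut at about 32% in these data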;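 further: peak over basal fluorescence ratio per well then scaled between controls; 0% = DMSO wells and 100% = acetylcholine at EC100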
CHRM1 agonist: agonists of human M1 muscarinic receptor; CHO-K1 hM1, Fluo-8 calcium fluorescence, agonist mode; 0% DMSO, 100% acetylcholine EC100; activation, % at 3 µM; hit rate 0.33% among 360,000;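 active means activation above the run's mean compound activation plus 3 SD, cut at about 16% in these data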;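 further: peak over basal fluorescence ratio within a 140 s kinetic read after compound addition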
M5 PAM: positive allosteric modulators of human muscarinic M5 receptor; P08912; hit rate 0.3% among 360,000; CHO-K1 hM5, Fluo-8 calcium, ACh EC20 PAM; 0% = ACh EC20, 100% = ACh EC100; activation, % at 3 µM;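 active means activation above the run cutoff, the mean activation of all test compounds plus 3 SD, cut at about 18% in these data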
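Probe or stimulus: acetylcholine, EC20 level; Assay system: human M5 receptor in CHO-K1 cells; Schedule: compound preincubation 140 s before EC20 acetylcholine addition; Technique: intracellular calcium via Fluo-8 fluorescence; Dosing: single-point, 3 µM nominal; Read-out basis: percent activation from peak-over-basal fluorescence ratio, scaled EC20-to-EC100 acetylcholine; Repeats: one well per compound, no replicates.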
Numbers without * were called inactive; nt = not tested or not shown. This is a subset, so the mix of outcomes need not match the whole.

Below each compound – CHRM1 antagonist	TAAR1 ag	M1 PAM	CHRM5 antagonist	M5 ag	M4 antag	M4 ag	CHRM1 agonist	M5 PAM
[1] COc1cccc(OCC(=O)NNC(=O)c2ccc(-c3ccccc3)cc2)c1
 : -9.8	0.2	6.5	3.2	2.2	9.1	0.0	-2.1	-3.0
[2] COc1ccc(-c2ccc(OC)c(OC)c2OC)c(OC)c1OC
 : -4.0	5.2	2.0	14.6	-0.3	-2.5	0.5	-0.1	3.3
[3] CCC(=O)N1CCc2cc(S(=O)(=O)NC(Cc3ccccc3)C(=O)NC3CCCCC3C)ccc21 (stereo unspecified)
 : -15.0	5.6	6.9	-3.1	1.1	4.8	1.4	-9.2	0.4
[4] CCOc1cc2[nH]c(=S)n(CCN3CCCCC3C)c(=O)c2cc1OCC (stereo unspecified)
 : 1.2	0.6	-8.7	-7.0	-4.2	-6.1	0.4	-6.8	4.2
[5] CCOc1cc(C2C3=C(CCCC3=O)N(C)C3=C2C(=O)CCC3)cc(Cl)c1O
 : -11.3	6.6	4.4	-8.5	0.8	-17.2	0.7	-1.5	5.6
[6] O=C(Nc1ccc(F)cc1F)c1cc(Cl)sc1Cl
 : -3.0	7.0	1.8	4.6	-5.5	3.2	-1.3	-4.3	-2.0
[7] Nc1nc(=O)n(C2CCCO2)cc1Br (stereo unspecified)
 : -17.0	0.4	8.3	5.6	-1.7	-17.8	0.7	-0.5	0.3
[8] O=C(CN1CCCCCC1)N/N=C/c1ccc2ccccc2c1
 : -14.8	2.8	9.8	-7.2	-11.0	-17.5	2.6	-8.1	-3.8
[9] CCS(=O)(=O)c1ncc(CO)n1CCc1ccccc1
 : -13.5	0.8	3.0	-2.4	0.1	11.4	0.2	-0.9	2.8
[10] O=C(O)c1ccc2c3c(cccc13)C(=O)N(c1cccc3ccccc13)C2=O
 : -8.0	-1.3	11.0	-7.9	-1.4	-6.5	2.3	0.7	-3.4
[11] CC(C)CC(=O)Nc1nnc(-c2ccco2)s1
 : -3.4	6.8	-0.2	13.1	-0.8	-20.1	0.0	-3.2	-3.5
[12] NC(=O)c1ccc(SCC(=O)NC2CCCCC2)c([N+](=O)[O-])c1
 : 0.3	1.2	-6.5	14.5	-9.2	-1.9	0.9	-8.4	-2.2
[13] CCn1c(SCC(=O)NCCc2ccccc2)nnc1C(C)C
 : -1.0	5.3	0.3	-9.1	2.2	9.6	0.5	-7.9	6.6
[14] CC(Oc1ccc(S(=O)(=O)N2CCCC2)cc1[N+](=O)[O-])C(=O)NC1(C#N)CCCCC1 (stereo unspecified)
 : -3.8	-0.3	7.6	6.2	1.7	-0.6	2.2	-4.9	-4.4
[15] O=C1[C@H]2[C@@H](c3ccc(C(F)(F)F)cc3)N[C@]3(CCCN(Cc4ccc(Cl)cc4)C3=O)[C@H]2C(=O)N1Cc1ccccc1
 : -6.5	4.9	2.3	-2.1	-0.1	-19.9	2.6	-2.3	0.1
[16] CCCc1c(-c2ccc(O)cc2)nn(-c2ccc(O)cc2)c1-c1ccc(O)cc1
 : -26.1	nt	5.7	7.1	-0.9	-2.3	-1.1	-2.4	0.6
[17] COc1ccc(OCC(=O)Nc2nnc(S(=O)(=O)N3CCCCCC3)s2)cc1
 : -9.6	20.7	8.8	-0.2	2.7	-2.4	1.8	3.5	-6.6
[18] O=C(Cn1nc(C(=O)O)c2ccccc2c1=O)NCc1ccco1
 : 3.1	13.5	16.0	3.6	-0.7	4.4	0.5	-4.8	5.1
[19] CC(C)c1cc(Cn2c3ccccc3c(=O)n2C(C)Cn2cc(CCc3ccccc3)nn2)on1 (stereo unspecified)
 : nt	-0.3	nt	-0.5	0.5	-0.9	3.1	nt	2.6
[20] Cc1ccc(NC(=S)C2=C(O)c3ccccc3N(C)S2(=O)=O)cc1
 : 15.8	16.0	-1.2	2.6	-2.0	7.0	0.0	-2.2	1.5
[21] CN(C(=O)c1ccccc1)C1c2c(ccc3ccccc23)OCC1CO (stereo unspecified)
 : -15.3	4.9	4.4	6.0	1.0	3.9	1.2	-2.9	-1.4
[22] CN(c1ccccc1)S(=O)(=O)c1cccc(C(=O)NNC(=O)c2ccccc2)c1
 : 11.0	6.9	-4.1	9.4	10.2	15.0	15.5	-2.4	-18.9
[23] c1ccc(-c2noc(CN3CCc4sccc4C3)n2)cc1
 : -5.5	-2.0	4.5	7.9	-5.0	0.0	0.1	-3.5	-1.3
[24] COc1ccc2cc(Br)ccc2c1CC(=O)NCC1CCCO1 (stereo unspecified)
 : 3.7	4.4	4.3	-0.2	-7.2	-11.7	0.7	-2.8	5.5
[25] CN(C)C(CNC(=O)c1cc(-c2ccco2)nc2ccccc12)c1ccccc1 (stereo unspecified)
 : -19.8	3.0	8.0	1.7	2.2	-9.1	2.4	-3.5	12.9
[26] CCCn1nc2cc(C(=O)NCC34CC5CC(CC(C5)C3)C4)ccc2c1OCC
 : -7.7	-2.6	6.6	7.1	-9.2	-9.7	0.1	-10.3	4.5
[27] CNS(=O)(=O)c1ccc2c(c1)oc(=O)c1cc(S(=O)(=O)NC)ccc12
 : 2.6	6.3	9.1	-4.2	0.6	3.5	2.5	-1.8	11.9
[28] CC1C(c2ccccc2)C(C#N)(C#N)C2(C#N)C(=O)NC1(N)C2C (stereo unspecified)
 : -5.5	2.3	7.9	3.2	-0.8	10.8	0.4	-3.2	-1.2
[29] CCCCC(=O)C1=C(N2CCCC2)CC(C)(C)CC1=O
 : 6.6	0.0	-0.7	2.3	0.0	4.3	0.6	-1.7	-3.9
[30] Cc1[nH]c(=S)[nH]c(=O)c1Cc1c(O)ccc2ccccc12
 : -10.8	1.6	27.4*	-3.0	5.3	-13.1	3.6	35.0*	1.6

Record cards, as listed above. Order of values: CHRM1 antagonist | TAAR1 ag | M1 PAM | CHRM5 antagonist | M5 ag | M4 antag | M4 ag | CHRM1 agonist | M5 PAM
Listed for O=C(Cn1nc(C(=O)O)c2ccccc2c1=O)NCc1ccco1 : 3.1 | 13.5 | 16.0 | 3.6 | -0.7 | 4.4 | 0.5 | -4.8 | 5.1
Listed for Nc1nc(=O)n(C2CCCO2)cc1Br (stereo unspecified) : -17.0 | 0.4 | 8.3 | 5.6 | -1.7 | -17.8 | 0.7 | -0.5 | 0.3
Listed for CCS(=O)(=O)c1ncc(CO)n1CCc1ccccc1 : -13.5 | 0.8 | 3.0 | -2.4 | 0.1 | 11.4 | 0.2 | -0.9 | 2.8
Listed for COc1ccc2cc(Br)ccc2c1CC(=O)NCC1CCCO1 (stereo unspecified) : 3.7 | 4.4 | 4.3 | -0.2 | -7.2 | -11.7 | 0.7 | -2.8 | 5.5
Listed for Cc1[nH]c(=S)[nH]c(=O)c1Cc1c(O)ccc2ccccc12 : -10.8 | 1.6 | 27.4* | -3.0 | 5.3 | -13.1 | 3.6 | 35.0* | 1.6

More results.
Below each compound – CHRM1 antagonist	TAAR1 ag	M1 PAM	CHRM5 antagonist	M5 ag	M4 antag	M4 ag	CHRM1 agonist	M5 PAM
[31] O=C(Nc1ccc2c(c1)OCO2)C1CCCN1C(=O)Nc1ccccc1 (stereo unspecified)
 : -21.7	1.4	12.1	-0.4	-1.9	4.6	1.4	-2.1	2.4
[32] CCOC(=O)N1CCN(C(=O)c2ccccc2NC(=O)c2ccc(OC)cc2)CC1
 : 0.3	17.1	0.3	13.6	-2.4	-1.0	1.1	-3.9	-10.1
[33] Cn1c(NC(=O)C[n+]2cc(-c3ccccc3)n3c2CCC3)cc(=O)n(C)c1=O
 : -9.3	3.2	11.0	-13.0	-3.9	2.6	0.3	-7.8	16.1
[34] O=C(c1cc(-c2ccc3c(c2)OCO3)on1)N1CCCCC1
 : -11.1	2.3	12.7	10.0	-1.7	-1.2	1.2	-6.6	0.3
[35] COc1ccc(/C=C2/SC(=S)N(CCCC(=O)Nc3ccccc3C(=O)O)C2=O)cc1
 : -7.3	0.1	12.4	11.2	-0.3	8.6	-0.6	-1.2	0.3
[36] CN(C)/C=C/C(=O)c1cccc(Cl)c1
 : -1.7	10.3	4.3	-9.0	0.6	5.0	0.7	-3.4	8.2
[37] CC(C)COC(=O)NCCOC(=O)Nc1cccc(Cl)c1
 : 25.0*	6.0	-15.5	25.0	-0.4	17.5	12.5	3.9	-18.5
[38] COC(C/C=C\[C@@H](O)COCc1ccccc1)OC
 : 3.0	7.0	5.4	6.1	0.4	-1.5	2.0	-5.4	2.9
[39] Cn1c(N)c(Sc2ccc([N+](=O)[O-])cc2)c(=O)n(C)c1=O
 : -10.0	5.3	8.0	-11.7	-2.7	2.3	2.9	-4.6	13.5
[40] COc1cc(/C=C/C(=O)OCC(=O)NCC2CCCO2)ccc1OCC#N (stereo unspecified)
 : -3.2	-0.2	5.0	7.2	-0.4	-1.6	2.2	-3.6	-8.6
[41] O=C(CNS(=O)(=O)c1ccc(Br)cc1)NC1CCCC1
 : -4.6	0.5	3.7	-2.7	-1.0	0.5	0.5	-2.3	0.1
[42] Cc1c(-c2nc(-c3ccc(C(F)(F)F)cc3)no2)n(C)oc1=O
 : -7.8	-2.5	6.7	20.3	-4.3	-3.7	0.3	-3.4	-8.4
[43] O=C(Nc1ccc(C(=O)O)cc1)/C(=C\c1ccco1)NC(=O)c1ccc(Br)o1
 : -6.4	-0.5	5.0	9.4	-1.3	-5.3	1.4	-3.0	-2.8
[44] COC(=O)[C@H](Cc1ccccc1)NC(=O)N1CCN(c2ccc(F)cc2)CC1
 : -3.0	-0.3	3.5	13.9	-1.4	5.5	1.7	-2.6	-5.9

Printed as active in M1 PAM, of those listed so far:
Below each compound – CHRM1 antagonist	TAAR1 ag	M1 PAM	CHRM5 antagonist	M5 ag	M4 antag	M4 ag	CHRM1 agonist	M5 PAM
[30] Cc1[nH]c(=S)[nH]c(=O)c1Cc1c(O)ccc2ccccc12
 : -10.8	1.6	27.4*	-3.0	5.3	-13.1	3.6	35.0*	1.6
